Compound activity from PubChem.
14-3-3 PPI – alters human 14-3-3 gamma binding to Raf peptide | FP, 14-3-3gamma / TMR-pS259-Raf peptide binding | inhibition, % at 40 µM | actives 0.19% (n = 160,000); in the data active = inhibition above about 30%;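 also: 0% = protein plus tracer without compound and 100% = blank with tracer alone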
Target sequence (P61981 whole entry, looked up): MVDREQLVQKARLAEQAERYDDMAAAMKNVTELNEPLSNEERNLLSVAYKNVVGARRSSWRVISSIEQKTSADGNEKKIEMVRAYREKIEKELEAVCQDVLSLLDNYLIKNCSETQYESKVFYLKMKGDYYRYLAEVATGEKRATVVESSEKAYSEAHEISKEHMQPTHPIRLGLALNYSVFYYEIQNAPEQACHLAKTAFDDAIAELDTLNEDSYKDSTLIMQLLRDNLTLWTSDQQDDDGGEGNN
Starred values were filed as active, the others as inactive; & = joins results of further samples.

14-3-3 PPI	Structure
-1	CCN1CCc2c(C#N)c(NCc3ccccc3)nc(N(CC)CC)c2C1
-3	CC(C)(C)OC(=O)N1CCC(C(=O)N[C@H](Cc2ccccc2)C(=O)O)CC1
-6	CCCc1ccc(-c2ccc(F)c(N)c2)nc1
-13&-20	COc1ccccc1CNS(=O)(=O)c1ccc2[nH]cc(C(=O)O)c(=O)c2c1
-26	Oc1c(C=Nc2cccnc2)sc2ccccc12
-14	Cc1ccc(S(=O)(=O)NCc2ccc(C(=O)NCc3ccc(F)cc3)cc2)cc1
1	CC(O)[C@H](NC(=O)C1(c2ccccc2)CCN(C(=O)OC(C)(C)C)CC1)C(=O)O (some centres not stated)
-23	O=C(Cc1cccs1)Nc1nc2c(s1)CCCC2
-3	COc1ccc(C)cc1S(=O)(=O)N(CC(=O)O)c1ccccc1
0	CC(=O)Nc1ccc(NC(=O)Oc2ccccc2)cc1
-5	OC(CN1CCN(c2cccc(Cl)c2)CC1)C(c1ccccc1)c1ccccc1 (configuration not stated)
10	OCc1nn2c(c1Br)NC(c1ccccc1)CC2C(F)(F)F (configuration not stated)
2	CCn1c(SCC(=O)NCc2ccc(C)cc2)nnc1-c1ccncc1
-6	CCOCCCNC(=O)c1ccc2c(c1)nc(C)n2-c1cc(Cl)ccc1OC
-2	Cn1c(=O)c2cc(C(=O)NCCC3=CCCCC3)sc2c2ccc(Cl)cc21
-1	O=C(CCSCc1cccc(F)c1)NCCc1ccc(Cl)cc1
1	CCOP(=O)(c1ccccc1)C1(O)CCCCC1 (configuration not stated)
0	CN=c1c([N+](=O)[O-])nn(-c2ccccc2)n1O
4	CCOc1ccc2nc(NCCNC(=O)CC)c(C#N)cc2c1
-3	CN(CC1CCCO1)c1nc(-c2ccc([N+](=O)[O-])cc2)cs1 (configuration not stated)
-7	Cc1cc(=O)oc(C)c1C(=O)NCc1ccco1
-3	CCOc1ccc(/C(O)=C2\C(=O)C(=O)N(c3ccccn3)C2c2ccccc2F)c(C)c1 (configuration not stated)
-6	N#Cc1c(C(F)(F)F)cc(-c2ccccc2)nc1SCC(N)=O
-11	CCc1cc(-c2[nH]ncc2-c2ccc([N+](=O)[O-])cc2)c(O)cc1OC

Sorted by molar mass (largest number first): part of the list above
14-3-3 PPI	Structure
-3	CCOc1ccc(/C(O)=C2\C(=O)C(=O)N(c3ccccn3)C2c2ccccc2F)c(C)c1 (configuration not stated)
-14	Cc1ccc(S(=O)(=O)NCc2ccc(C(=O)NCc3ccc(F)cc3)cc2)cc1
-5	OC(CN1CCN(c2cccc(Cl)c2)CC1)C(c1ccccc1)c1ccccc1 (configuration not stated)
1	CC(O)[C@H](NC(=O)C1(c2ccccc2)CCN(C(=O)OC(C)(C)C)CC1)C(=O)O (some centres not stated)
-6	CCOCCCNC(=O)c1ccc2c(c1)nc(C)n2-c1cc(Cl)ccc1OC
-2	Cn1c(=O)c2cc(C(=O)NCCC3=CCCCC3)sc2c2ccc(Cl)cc21
-13&-20	COc1ccccc1CNS(=O)(=O)c1ccc2[nH]cc(C(=O)O)c(=O)c2c1
10	OCc1nn2c(c1Br)NC(c1ccccc1)CC2C(F)(F)F (configuration not stated)
2	CCn1c(SCC(=O)NCc2ccc(C)cc2)nnc1-c1ccncc1
-1	O=C(CCSCc1cccc(F)c1)NCCc1ccc(Cl)cc1
-11	CCc1cc(-c2[nH]ncc2-c2ccc([N+](=O)[O-])cc2)c(O)cc1OC
-6	N#Cc1c(C(F)(F)F)cc(-c2ccccc2)nc1SCC(N)=O
4	CCOc1ccc2nc(NCCNC(=O)CC)c(C#N)cc2c1
-23	O=C(Cc1cccs1)Nc1nc2c(s1)CCCC2
0	CC(=O)Nc1ccc(NC(=O)Oc2ccccc2)cc1
1	CCOP(=O)(c1ccccc1)C1(O)CCCCC1 (configuration not stated)
-26	Oc1c(C=Nc2cccnc2)sc2ccccc12
-7	Cc1cc(=O)oc(C)c1C(=O)NCc1ccco1

New compounds follow:
14-3-3 PPI	Structure
2	O=C1C(Cl)=C(N2CCOCC2)C(=O)N1c1ccccc1N1C(=O)C(Cl)=C(N2CCOCC2)C1=O
-6	O=C(O)C1CC(=O)N(c2cccc(O)c2)C1 (configuration not stated)
-3	N#Cc1ccc(N2CCN(C(=O)c3cccc(F)c3)CC2)c(F)c1
-4	CCCCNC(=O)c1cc(=O)[nH]c2ccc(S(=O)(=O)N3CCCCC3CC)cc12 (configuration not stated)
2	Cc1ccnc(SCCn2c(N3CCN(c4ccccc4)CC3)nc3c2c(=O)[nH]c(=O)n3C)n1
-4	CCn1c(C(=O)NCCCN2CCc3ccccc3C2)cc2sccc21
-8	CCSc1nc2ccccc2n1CCO
-4	COc1ccc(N2CCC(CNC(=O)Nc3ccc(Cl)cc3)C2)cc1 (configuration not stated)
9	Cc1ccc(-c2n[nH]c(=O)c3ccccc23)cc1S(=O)(=O)N1CCN(C)CC1
-3	CCC(C)(C(=O)NC1CCCC1)N(CC1CCCO1)C(=O)c1ccc(=O)[nH]c1 (configuration not stated)
-2	CCN(CC)c1nc(Nc2ccccc2)nc(Oc2ccc(=O)[nH]n2)n1
-5	COC(=O)c1ccc(-n2nnnc2SCc2c(C)ccc3ccccc23)cc1
12	COC(=O)c1nnn(-c2nonc2N)c1CN1CCc2ccccc21
-8	COc1cccc(C2c3c(oc4ccccc4c3=O)C(=O)N2CCCN2CCOCC2)c1 (configuration not stated)
8	CCOc1ccc(C(=O)N2CCN=C2SC)cc1OCC
-17	O=C1CC(NCc2ccco2)C(=O)N1c1ccc(-c2nc3ccccc3o2)cc1 (configuration not stated)
-19	O=C(c1cc(-c2ccco2)on1)N1CCN(C(c2ccccc2)c2ccccc2)CC1
-166	COc1cc(Nc2cc(N3CCN(C)CC3)c3noc4c3c2C(=O)c2ccccc2-4)cc(OC)c1OC
2	Cc1cccc(NC(=O)COc2ccc(Cl)c(C)c2)n1
-1	COC(=O)c1c(NC(=O)c2ccncc2)sc2c1CCC(C)C2 (configuration not stated)
0	O=C(Cc1ccccc1)n1nc(-c2ccccc2)nc1NCc1ccco1
-3	O=C(c1cccc(F)c1)N1CCN(C(=O)c2nn3cccnc3c2Cl)CC1
9	COc1ccc(NC(=O)c2cnn3c(C(F)(F)F)cc(-c4ccc(OC)c(OC)c4)nc23)c(OC)c1
-131	CC[n+]1c(C=C2Sc3ccc(C)cc3N2CCO)ccc2ccccc21

The final 2 records of the section before lead into the next.
14-3-3 PPI	Structure
9	COc1ccc(NC(=O)c2cnn3c(C(F)(F)F)cc(-c4ccc(OC)c(OC)c4)nc23)c(OC)c1
-131	CC[n+]1c(C=C2Sc3ccc(C)cc3N2CCO)ccc2ccccc21
1	COc1ccc(C2CC(=O)C3=C(C2)NC(C)=C(C(=O)OCCOc2ccccc2)C3c2cc3c(cc2Cl)OCO3)cc1 (configuration not stated)
-12	CCC(Sc1nc2ccccc2[nH]1)C(=O)O (configuration not stated)
0	O=C(CSc1nc2ccccc2c(=O)n1Cc1ccco1)Nc1ccccc1C(F)(F)F
-2	Oc1c(CN2CCc3ccccc3C2)cc(Cl)c2cccnc12
-1	COc1ccc(C2NC(=O)NC(C)=C2C(=O)OCc2ccc3c(c2)OCO3)cc1 (configuration not stated)
0	CCCNC(=O)c1ccc(CN2CCc3ccccc3C2)cc1
-14	CC1(c2ccc(Cl)cc2Cl)OCC(Cn2ccnc2)O1 (configuration not stated)
-11	COc1cccc(C2=NN3C(C2)c2cccc(OC)c2OC3c2cc(OC)c(OC)c(OC)c2)c1 (configuration not stated)
-1	C=CCOc1ccc(C2N3CC4(C)CN2CC(C)(C3)C4=O)cc1 (configuration not stated)
-8	CCOc1ccc(-n2c(Cc3cc(=O)[nH]c(=O)[nH]3)nnc2SCC(=O)NC2CCCC2)cc1
-1	Cc1ccc(N(CCCCN2C(=O)c3ccccc3C2=O)C(=O)c2ccccc2F)cc1
-2	COc1ccc(S(=O)(=O)NCCC(=O)NCc2ccc(C)cc2)cc1
4	CC(C)(C)c1[nH]nc2c1C(Cc1ccccc1)C(C#N)=C(N)O2 (configuration not stated)
-3	CCOP(=O)(OCC)c1nc(-c2ccc(Cl)cc2)oc1NC
-13	Fc1ccccc1-n1cc(-c2ccccc2)[nH]c1=S
-1	CCc1ccc(NC2=C(Cl)C(=O)N(c3cccc(C(F)(F)F)c3)C2=O)cc1
3	Cc1ccc(-n2ncc3c(Nc4ccc(C)c(C)c4)ncnc32)c(C)c1
11	COc1ccc2nc3oc(C(=O)N4CCN(c5ccccn5)CC4)cc3cc2c1
0	CC1CC(Nc2ccccc2)c2ccccc2N1C(=O)c1ccc2c(c1)OCO2 (configuration not stated)
-230	O=C1c2ccccc2C(=O)c2c(NCCN3CCOCC3)cccc21
-1	CCCn1nc(C(=O)NCCN2CCOCC2)c2ccccc2c1=O
2	COc1ccc(C(=O)N2CCCCC2)cc1S(=O)(=O)Nc1ccccc1
-1	COc1cccc(C(=O)c2c[nH]c3ccc(C)cc3c2=O)c1
2	COc1cc(Nc2nc(-c3ccccc3Cl)nc3ccccc23)cc(OC)c1
0	COc1ccc(C(=O)Oc2c(Sc3ccc(C)cc3)c(C)nn2C(C)(C)C)cc1OC
1	COc1ccccc1C=C1CCCC2=C1Nc1ncnn1C2c1ccccc1OC (configuration not stated)
-10	O=C(NCCc1cnc[nH]1)c1ccc2c(=O)n(Cc3ccco3)c(=S)[nH]c2c1
-3	Cc1ccc(S(=O)(=O)NC2=NCN(CCN3CCOCC3)CN2)cc1
-6	CCn1c(-c2cc(OC)c(OC)c(OC)c2)n[nH]c1=S
0	CCCC1C2CN(C(C)C)CC=C2C(C#N)=C(N)C1(C#N)C#N (configuration not stated)
5	CCCn1c(=O)c2ccccc2n2c(SCN3C(=O)c4ccccc4C3=O)nnc12
-2	COc1cccc(CN(C(=O)c2ccco2)C(C(=O)NC2CCCC2)c2cccnc2)c1 (configuration not stated)
-3	CCCC(=O)Nc1nn(C)c2nc3cc(C)ccc3cc12
-17	O=c1c(N2CCOCC2)nsnc1N1CCOCC1
-9	CC(=O)c1sc2nc3c(cc2c1N)CCC3
-3&0	Cc1noc(C)c1S(=O)(=O)N1CCC(C(=O)NCCN2CCC(C)CC2)CC1
-6	CCOC(=O)c1sc2nc(CC(=O)OC)nc(Nc3ccc(C)c(Cl)c3)c2c1C
-5&0	COCc1cc(C)c2c(N)c(C#N)sc2n1
-7	CSc1ccccc1NC(=O)c1cc(-c2cccs2)on1
-14	Cc1cc(C)c2c(=O)c3cc(C4CCCCC4)ccc3[nH]c2n1
-4	CC1CC(=O)N(c2ccc(NCCCCc3ccccc3)c([N+](=O)[O-])c2)C1=O (configuration not stated)
-7	CC(C(=O)N1CCCc2c1c(=O)oc1ccc(O)cc21)N1CCCCC1 (configuration not stated)
-4	CCC1Sc2ccccc2N(CC(=O)NCCCN2CCOCC2)C1=O (configuration not stated)
-12	O=C(c1ccc(Cl)cc1)N1CCSC1=S
2	COc1ccc(N(C(=O)c2ccco2)C(C(=O)NC2CCCC2)c2ccc(N(C)C)cc2)cc1OC (configuration not stated)
9	COc1ccc(N2C(=O)CSC23C(=O)Nc2ccccc23)cc1OC (configuration not stated)
-24	CCc1ccccc1NC(=O)COc1ccc(OC)cc1
-7	Cc1cc(C)c(N=C2C(=O)Nc3ccccc32)c(C)c1
-4	O=c1c2cccc3c(N4CCOCC4)ccc(c32)c2nc3ccccc3n12
-16	COc1ccc(N2CCN(Cc3cc(=O)oc4cc(C)c(Cl)c(C)c34)CC2)cc1
11	O=C(COC(=O)c1ccc(Cl)c([N+](=O)[O-])c1)c1ccc(Cl)cc1
-1	CC1(C)Cc2c(sc3ncn4nc(Cc5ccccc5)nc4c23)C(C)(C)N1
-1	O=C1OC2c3ccccc3C(=O)N2c2ccccc21 (configuration not stated)
-30	Cc1ccc(-c2cc(C(=O)N3CCN(c4cccc(C)c4C)CC3)c3ccccc3n2)o1
0	Cc1cc([N+](=O)[O-])nn1CC(=O)Nc1sc2c(c1C#N)CCC(C)C2 (configuration not stated)
-3	COc1ccc(C(=O)NC2CCN(C(=O)NC3CCCCC3)CC2)cc1
6	CCOC(=O)C1CCN(C(=O)CC(NS(=O)(=O)c2ccc(OC)cc2)C(C)C)CC1 (configuration not stated)
-8	Nc1cc(=O)[nH]c2nnc(SCCc3ccccc3)n12
5	Cc1ccc(C(=O)C(C)Oc2cccc(N3C(=O)C4CCCCC4C3=O)c2)cc1 (configuration not stated)
5	CCC(C)c1ccc(NC(=O)C2CC(=O)N(c3ccc(C)cc3)C2)cc1 (configuration not stated)

(listing goes on)
14-3-3 PPI	Structure
-195	Fc1ccc(C2Nc3ccc4ccccc4c3C3C=CCC32)cc1 (configuration not stated)
10	Cc1cc([N+](=O)[O-])ccc1NC(=O)CN1C(=O)c2ccccc2C1=O
-8	COC(=O)c1ccc(NC(=O)C2CCN(S(=O)(=O)c3ccccc3)CC2)cc1
-2	Cc1c(C(Nc2ccccn2)c2ccccc2)c(=O)n(-c2ccccc2)n1C (configuration not stated)
1	CC(C)CCNC(=O)CCCn1c(=S)[nH]c2cc3c(cc2c1=O)OCO3
-8	CCOc1ccccc1-c1cc(C(=O)OC)c2ccccc2n1
-7	COc1cccc(CNC(=O)C2CCN(c3nc4ccccc4o3)CC2)c1
-1	Cn1c2ccccc2c2c(C(=O)O)cn(C3CCCC3)c(=O)c21
-2&-5	CSc1nc(C)cc(Oc2ccc(=O)n(C)n2)n1
-2	O=C(NCCOc1cccc2cccnc12)c1cc(C(F)(F)F)cc(C(F)(F)F)c1
-3	Cc1ccc(CS(=O)(=O)Cc2ccc(C(=O)NC3CCCCC3)o2)cc1
0	CCOC(=O)c1c(C)n(C)c2ccc(OC)c(NS(=O)(=O)c3ccc(Cl)s3)c12
-66	COc1ccccc1CNC(=O)c1ccc2c(c1)nc(C)n2-c1ccc(OCc2ccccc2)cc1
-7	CC(C)(C)NC(=O)C(c1ccco1)N(C(=O)c1ccc(CN2CCOCC2)o1)c1ccccc1 (configuration not stated)
1	O=c1c2ccccc2sn1-c1cc(S(=O)(=O)N2CCOCC2)ccc1N1CCOCC1
-6	CCOC(=O)c1cc2c(=O)n3ccccc3nc2n(CC(C)C)c1=NC(=O)C(C)(C)C
-11	CN(C)C(CNC(=O)C1CCCN(C(=O)c2ccc(Cl)cc2)C1)c1ccco1 (configuration not stated)
-16	O=C(Nc1ccc(Br)cc1)c1ccc(F)c(S(=O)(=O)NCc2cccs2)c1
1	COc1ccccc1Cc1nc2cc(C(=O)O)ccc2[nH]c1=O

A portion of the library; count on the stated rates, not on these rows.
